# Luc counter: Counterscreen for Luciferase (Kinase-Glo TM) Inhibition; Potency, µM (series often up to 38.3 µM), for the others: at the top dose activity change, negative = inhibition, actives largely listed as inhibitors; 0.28% of 200,000 active; Kinase-Glo luciferase, ATP luminescence, 8 min; also: potency is read from the fitted curve at half-maximal effect; % is scaled to controls: 0 for no effect and ±100 for the full control effect; nearly all actives have a fitted effect of over 60% in size
#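 Compound is pinned into ATP-containing buffer (10 uM ATP, imidazole pH 7.2, 7 mM MgCl2). Kinase-Glo luciferase reagent is then added. Light output is recorded following an 8-min room-temperature incubation.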
# IMPase Li cell: qHTS Assay for Identifying the Cell-Membrane Permeable IMPase Inhibitors: Potentiation with Lithium; CHO-M1 cells, IP1 TR-FRET (IP-One), carbachol + lithium; Potency, µM (series often up to 59.4 µM), without a hit: top-dose activity, negative = IMPase inhibition, most hits filed as inhibitors; 0.35% of 210,000 active; AID 1457, 2008;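 also: IP1 builds up when IMPase is blocked and the TR-FRET signal falls; potency is read from the fitted curve at half-maximal effect; plate controls were basal vehicle for no effect and high inhibitor control for full effect; nearly all actives have a fitted effect of over 50% in size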
#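 Test compounds were applied to CHO-M1 cells previously cultured for 16–30 h at 2000 per well. A small lithium amount accompanied them; after 30 min at 37C, IP1 was quantified by TR-FRET.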
# Epigenetic reg: Quantitative High-Throughput Screen for Regulators of Epigenetic Control; murine LDR cells, GFP reporter derepression, 30 h; Potency, µM (highest dose often 53.9 µM), inactives show at the highest dose GFP activation, most hits filed as activators; 0.2% of 280,000 active; also: potency is read from the fitted curve at half-maximal effect; % of control where 0% means no effect; nearly all actives have a fitted effect of over 60% in size
#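 Murine LDR cells bearing a silenced CMV-driven GFP reporter were exposed to compound for 30 h at 37 C. After PBS washes, GFP-positive cells (20-120 um objects) counted by laser-scanning microplate cytometry.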
# L3MBTL1 block: qHTS Assay for the Inhibitors of L3MBTL1 | Lethal(3)malignant brain tumor-like protein 1 (Homo sapiens), Q9Y468 | Potency, µM (doses to about 57.1 µM), without a hit: at the highest dose activity, negative = inhibition, hits mostly inhibitors | 0.66% of 230,000 active | AlphaScreen L3MBTL1–H3K9me1 peptide binding | AID 485360, 2010; also: potency is read from the fitted curve at half-maximal effect; % is scaled to controls: 0 for no effect and ±100 for the full control effect; nearly all actives have a fitted effect of over 60% in size
# Target sequence (Q9Y468 whole entry, looked up): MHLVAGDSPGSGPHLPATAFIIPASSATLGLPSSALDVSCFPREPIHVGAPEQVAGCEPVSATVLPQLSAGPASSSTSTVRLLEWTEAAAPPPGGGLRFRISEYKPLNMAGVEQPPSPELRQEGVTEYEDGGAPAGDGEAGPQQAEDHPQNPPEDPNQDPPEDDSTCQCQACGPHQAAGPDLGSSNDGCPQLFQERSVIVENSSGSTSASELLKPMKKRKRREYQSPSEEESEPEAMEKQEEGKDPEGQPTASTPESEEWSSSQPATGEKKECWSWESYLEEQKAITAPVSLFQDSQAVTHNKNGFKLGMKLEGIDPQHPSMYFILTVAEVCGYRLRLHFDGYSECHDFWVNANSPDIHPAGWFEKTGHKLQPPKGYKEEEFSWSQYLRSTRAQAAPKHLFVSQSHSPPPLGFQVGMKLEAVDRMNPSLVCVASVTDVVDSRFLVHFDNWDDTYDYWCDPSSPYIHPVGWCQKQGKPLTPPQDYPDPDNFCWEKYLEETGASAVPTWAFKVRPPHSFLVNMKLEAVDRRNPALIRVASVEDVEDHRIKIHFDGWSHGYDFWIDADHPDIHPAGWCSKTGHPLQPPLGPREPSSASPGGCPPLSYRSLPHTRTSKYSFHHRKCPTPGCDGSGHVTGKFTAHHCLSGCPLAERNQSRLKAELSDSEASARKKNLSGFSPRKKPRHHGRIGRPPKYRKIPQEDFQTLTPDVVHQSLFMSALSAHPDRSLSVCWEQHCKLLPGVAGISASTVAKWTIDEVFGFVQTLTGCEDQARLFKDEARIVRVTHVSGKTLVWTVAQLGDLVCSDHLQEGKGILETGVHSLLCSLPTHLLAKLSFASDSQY
#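 AlphaScreen assay: L3MBTL1 (50 nM final) was preincubated 30 min at room temperature with biotinylated H3(1-15)K9me1 peptide (75 nM final), then 30 min with library compounds; streptavidin donor and nickel chelate acceptor beads (10 ug/mL final) added, 30 min dark.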
# NPSR antagonist: qHTS Assay for Antagonists of the Neuropeptide S Receptor: cAMP Signal Transduction | CHO-NPSR cells, cAMP TR-FRET, antagonist mode | Q6W5P4 | Potency, µM (highest dose often 38.3 µM), for the others: top-dose activity change, negative = inhibition, hits mostly inhibitors | 1% of 220,000 active | AID 1461, 2008; also: potency is read from the fitted curve at half-maximal effect; % is scaled to controls: 0 for no effect and ±100 for the full control effect; nearly all actives have a fitted effect of over 50% in size; many of its hits are not listed in these tables
# CBFb-RUNX1 inh: qHTS Assay for Compounds Blocking the Interaction Between CBF-beta and RUNX1 for the Treatment of Acute Myeloid Leukemia | AlphaScreen CBFb-His/RUNX1-biotin binding, biochemical | AID 1477, 2009 | 230,000 tested, under 10 active | Potency, µM (top dose mostly 59.8 µM), without a hit: at the highest dose activity, negative = inhibition, most hits filed as inhibitors; also: % of control where 0% means no effect
#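 AlphaScreen proximity signal reports loss of binding between His-tagged CBF-beta and biotin-labelled RUNX1, each at 30 nM. Proteins are pre-associated for 20 minutes, compounds added for 15 minutes, then beads for 90 minutes, all at ambient temperature.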
# HttQ103 aggreg: qHTS Multiplex Assay to Identify Dual Action Probes in a Cell Model of Huntington: Aggregate Formation (GFP); PC12 HttQ103-GFP aggregates, Acumen cytometry, 40 h; Potency, µM (doses to about 46.1 µM), without a hit: at the top dose activity change, negative = inhibition, hits mostly inhibitors; 1.1% of 220,000 active; also: potency is read from the fitted curve at half-maximal effect; % is scaled to controls: 0 for no effect and ±100 for the full control effect; nearly all actives have a fitted effect of over 60% in size
#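 Huntingtin Q103 exon 1–GFP aggregates in induced PC12 cells (100 nM tebufenozide) were quantified by cytometry from lysates, with compounds dosed in titration.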
# Active calls of the source: *; ? = inconclusive; . = not tested or not shown; & = joins results of further samples; [ ] = dose if it differs, or a comment. Calls follow the shape of the dose curve; as a rule, active = well fitted curve in the direction sought with a large enough effect; inconclusive = small, poorly fitted or top-dose-only effect, or another doubt; inactive = no such curve, though single readings can be large; an effect the other way counts as inactive or inconclusive. Only part of the results is shown, so the mix of outcomes need not match the whole.
item | SMILES | L3MBTL1 block | CBFb-RUNX1 inh | Luc counter | HttQ103 aggreg | Epigenetic reg | NPSR antagonist | IMPase Li cell
1 | CCOC(=O)C(C)n1ncn2cccc2c1=O (stereo unspecified) | -3% | -1% | -3% | -1% | 1.1% | -11%[46.1 µM] | 6%[38.3 µM]
2 | O=C(CCc1ccccc1)N/N=C/c1cc(Br)ccc1O | 11% | -3% | 6% | ? | 0.0% | 2% | -13%
3 | COC(=O)C1CSC(C(=O)OC)N1C(=O)CN1CCN(c2ccccc2)CC1 (stereo unspecified) | . | 10% | 0% | 12% | -3.1% | 6% | 2%
4 | CC(=O)c1c(C)[nH]c(C(=O)NCc2ccccc2Cl)c1C | -2% | 3% | 4% | ? | -7.2% | -11%[46.1 µM] | 17%[38.3 µM]
5 | Cc1cc([N+](=O)[O-])cc2c1NC(c1ccccn1)C1CC=CC21 (stereo unspecified) | -2% | 3% | -4% | 24%[9.22 µM] | 3.3% | -12% | 2%
6 | OCCN(CCO)c1ccc2ccccc2c1 | . | -1% | 0% | 3% | 5.8% | 17% | -5%
7 | CC1=C(C(=O)Nc2ccc(C)cn2)C(c2cnn(C)c2)C2=C(CCCC2=O)N1 (stereo unspecified) | -6% | 6% | 0% | 4% | 7.3% | 2% | -10%
8 | COc1ccc(/C=C2\CCOC2=O)cc1 | 3%&9% | 4%&0% | -3% | -17%[9.22 µM] | 3.2%&-0.3% | -21% | -2%[38.3 µM]

# Shown with two lines to a compound: part of the list above.
# Values run as follows: L3MBTL1 block | CBFb-RUNX1 inh | Luc counter | HttQ103 aggreg | Epigenetic reg | NPSR antagonist | IMPase Li cell
5) Cc1cc([N+](=O)[O-])cc2c1NC(c1ccccn1)C1CC=CC21 (stereo unspecified)
  -2% | 3% | -4% | 24%[9.22 µM] | 3.3% | -12% | 2%
6) OCCN(CCO)c1ccc2ccccc2c1
  . | -1% | 0% | 3% | 5.8% | 17% | -5%

# Single records (already shown). Screens in order: L3MBTL1 block	CBFb-RUNX1 inh	Luc counter	HttQ103 aggreg	Epigenetic reg	NPSR antagonist	IMPase Li cell
# Profile of `CCOC(=O)C(C)n1ncn2cccc2c1=O` (stereo unspecified) : -3%	-1%	-3%	-1%	1.1%	-11%[46.1 µM]	6%[38.3 µM]
# Profile of `CC1=C(C(=O)Nc2ccc(C)cn2)C(c2cnn(C)c2)C2=C(CCCC2=O)N1` (stereo unspecified) : -6%	6%	0%	4%	7.3%	2%	-10%

# Values in list order from above.
# Compounds 1–7 in L3MBTL1 block: -3%, 11%, ., -2%, -2%, ., -6%
# Compounds 1–7 in Luc counter: -3%, 6%, 0%, 4%, -4%, 0%, 0%
# Compounds 1–7 in HttQ103 aggreg: -1%, ?, 12%, ?, 24%[9.22 µM], 3%, 4%

# Continuation:
item | SMILES | L3MBTL1 block | CBFb-RUNX1 inh | Luc counter | HttQ103 aggreg | Epigenetic reg | NPSR antagonist | IMPase Li cell
9 | COc1ccc(OC)c(C(C)NC(C)=O)c1 (stereo unspecified) | 3% | 1% | . | -1% | -2.2% | -1%[46.1 µM] | .
10 | CCOC(=O)N1CCN(S(=O)(=O)c2ccc3c(c2)SC(C)C(=O)N3)CC1 (stereo unspecified) | -5% | 19% | -4% | ? | 0.0% | -2%[46.1 µM] | 6%
11 | O=c1[nH]c(CN2CCCC2)nc2sc3c(c12)CCC3 | 9% | 4% | 3% | -1% | 1.1% | 1% | 5%
12 | COc1ccc(OCc2nc(N)nc(Nc3ccc(C)cc3)n2)cc1 | -7% | -8% | -1% | -5% | 0.9% | -12%[46.1 µM] | 3%[38.3 µM]
13 | CCN1CCCc2cc(CN(CCN3CCOCC3)C(=S)Nc3cccc(C)c3)ccc21 | . | ? | -1% | 0% | 0.0% | -54% | 11%
14 | COc1ccccc1C(=O)NCC(=O)OC(C)C(=O)NC(=O)NC1CCCCC1 (stereo unspecified) | . | 10% | -3% | 9% | 1.2% | -1%[46.1 µM] | 17%[38.3 µM]
15 | CC(=O)Nc1cccc(-c2cnc3ccccc3n2)c1 | . | 0% | -2% | 0% | 0.8% | -4%[46.1 µM] | 20%[38.3 µM]
16 | O=C(CN1CCN(Cc2ccccc2F)C1=O)NC1CCCC1 | . | 4% | 2% | -8% | 0.0% | 19% | 1%
17 | Cc1ccc2cc(CNC(C)(C)C)c(=O)[nH]c2c1 | . | -1% | -1% | -29% | -1.0% | 1%[46.1 µM] | 24%[38.3 µM]
18 | Cc1nc2ccc(N=NC3=C(O)CCCC3=O)cc2s1 | -8% | -16% | -14% | 17% | -1.2% | -17%[46.1 µM] | -4%[38.3 µM]
19 | CCN(c1ccc(NC(=O)COC(=O)c2cc3ccccc3oc2=O)cc1)C(C)C | ? | -17% | -1% | -12% | -4.1% | -3% | 23%
20 | C=CCOc1ccc(C(=O)N(Cc2ccc(N(C)C)cc2)C2CCS(=O)(=O)C2)cc1 (stereo unspecified) | ? | -24% | -2% | 18% | -2.3% | -15%[46.1 µM] | 11%[38.3 µM]
21 | COc1ccc(OC)c(C(c2nnnn2Cc2ccccc2)N2CCC(C(N)=O)CC2)c1 (stereo unspecified) | 12% | 1% | 1% | 4% | -1.7% | -16%[46.1 µM] | 4%[38.3 µM]
22 | CC(=O)c1ccc(Oc2nc(-c3cccnc3)nc3ccccc23)cc1 | . | -8% | -1% | 9% | 0.8% | -11% | 10%
23 | O=C(CSc1nc2ccccc2c(=O)[nH]1)N1CCCCCC1 | 0% | 1% | -4% | 20% | -1.0% | -10%[46.1 µM] | -1%[38.3 µM]
24 | CCc1nnc(NC(=O)CSc2n[nH]c(-c3ccccc3O)n2)s1 | -2% | 9% | -1% | 1%[9.22 µM] | -1.0% | 10% | 4%
25 | Cc1cccc(C2c3[nH]c4ccccc4c3CCN2C(=O)c2noc3c2CCCC3)n1 (stereo unspecified) | -8% | -4% | 1% | -33% | -0.5% | 57% | 7%
26 | CN(C)/C=C1/N=C(c2ccccc2)OC1=O | . | 3% | -4% | 9% | 0.8% | -7%[46.1 µM] | 17%[38.3 µM]
27 | Cc1cc(C)nc(N2CCCC(C(=O)NCCc3ccccc3F)C2)n1 (stereo unspecified) | -6% | -5% | -2% | 6% | -1.9% | -3%[46.1 µM] | -2%[38.3 µM]
28 | CCC1=C2CC[C@H]3C(=O)N(c4ccccc4)C(=O)[C@H]3[C@H]2[C@@]2(Cc3ccccc3)C(=NCCc3c[nH]c4ccccc34)OC(=O)N2C1=O | . | -14% | 1% | . | 1.6% | . | 2%
29 | COc1ccc(C(=O)NCCNc2ccc([N+](=O)[O-])cc2)cc1 | -5%[11.4 µM] | 3% | 1% | 6% | -0.1% | -17% | 2%
30 | Cc1ccc(OCC(=O)N/N=C/c2cn[nH]c2-c2ccc(Cl)c(Cl)c2)cc1 | -3% | 3% | 0% | -21% | 1.8% | -6%[46.1 µM] | -7%[38.3 µM]
31 | O=C1c2ccccc2C(Nc2ccc(S(=O)(=O)N3CCOCC3)cc2)N1c1ccccn1 (stereo unspecified) | -5% | -12% | -3% | -14% | 0.7% | -7%[46.1 µM] | 5%[38.3 µM]
32 | COc1ccc(/C=C(/NC(=O)c2ccc(OC)cc2)C(=O)NCCc2c[nH]c3ccccc23)cc1 | -11% | -15% | 2% | 8% | -0.8% | 1% | 3%

# Looked up above:
# Value of cpd 30 in Epigenetic reg: 1.8%
# Value of cpd 22 in HttQ103 aggreg: 9%

# (further entries)
item | SMILES | L3MBTL1 block | CBFb-RUNX1 inh | Luc counter | HttQ103 aggreg | Epigenetic reg | NPSR antagonist | IMPase Li cell
33 | CCN(CC)CCCNc1oc(-c2cccc(Cl)c2)nc1C#N | -17% | 6% | -3% | 21% | -7.9% | 20%[46.1 µM] | -15%[38.3 µM]
34 | O=C(CCNS(=O)(=O)c1cccc2nsnc12)N1CC(=O)N(CCc2ccccc2)C(=O)C1 | -5% | 4% | . | -2% | 0.2% | -18%[46.1 µM] | .
35 | COc1ccc(/C=C/c2nnc(NC(C)=O)s2)cc1 | 7% | 6% | . | 24%[9.22 µM] | 0.0% | -28% | .
36 | CC(C)CC(NC(=O)c1cccc(Cl)c1)C(=O)O (stereo unspecified) | -3% | -11% | 6% | 0% | 1.0% | -8% | 6%
37 | CC(Oc1ccc(Cl)cc1Cl)C(=O)NN=C1CCN(C)CC1 (stereo unspecified) | 10% | 1% | 2% | -11% | 0.0% | 12% | -3%
38 | Cc1[nH]c(C(=O)N/N=C/c2ccc(N(C)C)cc2)c(C)c1C(=O)N/N=C/c1ccc(N(C)C)cc1 | ? | -25% | 0% | 21% | -0.1% | -17% | 7%
39 | CNc1nc(SCc2ccccc2)nc(N2CCOCC2)n1 | 6% | 7% | -2% | -7% | 0.0% | -10%[46.1 µM] | 22%[38.3 µM]
40 | Cc1ccc(-n2nc(-c3ccc(N)cc3)cc2N)cc1 | ? | -6% | 4% | 14% | -1.0% | -5% | 8%
41 | CC(C)(C)NC(=O)CSc1nnc(C2CC2)n1-c1ccccc1 | 4% | -2% | 7% | 15% | -2.9% | 7% | -1%
42 | Cc1ccc(NC(=O)CCC(=O)n2nc(C)cc2C)c(C)c1 | . | 0% | -3% | 0% | 0.8% | 6%[46.1 µM] | 13%[38.3 µM]
43 | CCc1ccc(N2CC34C=CC(O3)C(C(=O)OC)C4C2=O)cc1 (stereo unspecified) | 12% | 7% | 5% | 8% | 0.0% | 17% | 7%
44 | Cc1ccc(-c2nn(CC(=O)Nc3ccc4c(c3)nc3n4CCOC3)c(=O)c3ccccc23)cc1 | 9% | -2% | 1% | 2% | -2.1% | -17%[46.1 µM] | 10µM*
45 | CC1(C)CC(NCc2ccccc2)CCO1 (stereo unspecified) | . | -1% | . | 15% | 3.9% | 31% | -5%
46 | Nc1nc(N)c2c(n1)CCCC2 | . | 2% | . | -27%[9.22 µM] | -2.7% | 10% | .
47 | Cc1cccc(N2CCN(C(=O)CSc3ccsc3[N+](=O)[O-])CC2C)c1 (stereo unspecified) | 32µM* | 19% | -3% | 5% | 2.2% | -14% | 8%
48 | CCC(C)(C)NC(=O)C(c1ccc(C)cc1)N(Cc1cccs1)C(=O)c1ccc2c(c1)OCCO2 (stereo unspecified) | -4% | -1% | -1% | ? | -1.9% | ? | 14%[38.3 µM]
49 | COc1cc(/C=C(\C#N)C(=O)NCC2CCCO2)ccc1OCC(=O)O (stereo unspecified) | 7% | 19% | -1% | 0% | -1.5% | -18% | 1%
50 | CCC1C/C(=C/c2ccco2)C(=O)/C(=C/c2ccco2)C1 (stereo unspecified) | 32µM* | -19% | 0% | ? | ? | -48% | 16%
